From PubChem BioAssay
MPTP block: permeability transition pore inhibition; actives 1.4% (n = 360,000); AID 602449; inhibition, % at 10 µM; isolated mouse mitochondria, Ca2+ swelling absorbance, 30 min;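 active = inhibition of 50% or more, scaled per plate between neutral and stimulator controls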;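 note: 0% = DMSO wells given calcium and 100% = 1 mM EGTA wells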
Numbers without * were called inactive.

MPTP block | molecule
0.0 | CC(C)(C)NC(=O)C1c2ccccc2OCC(=O)N1Cc1ccco1 (stereo unspecified)
12 | c1ccc(N=NC2=NN(c3ccccc3)CS2)cc1
3.0 | CC(C)C[C@H]1CN([C@@H](CC(C)C)CN2CCC[C@@H]2CN2C(=S)NC[C@@H]2Cc2ccc(O)cc2)C(=S)N1CCc1ccccc1
1.0 | Cc1cccc(-c2cnc(C(O)c3ccc(F)c(C)c3)[nH]2)c1 (stereo unspecified)
-0.3 | C/C=C/c1cccc(-c2nc(C(=O)NC3CCC3)cc3c2[C@H](CCO)N(S(=O)C(C)(C)C)C3)c1 (stereo partly specified)
3.7 | COc1ccc(C(C(=O)NC2CCCCC2)n2c(=O)c(-c3cc4ccccc4[nH]3)nc3ccccc32)cc1 (stereo unspecified)
86* | COc1ccc(CNC(=O)c2cccc3c(-c4cccc(C(N)=O)c4)coc23)cc1OC
1.2 | CCOC(=O)[C@]12CCC=C1N(Cc1ccco1)C(=O)[C@H](CC(=O)N1CCN(C(=O)c3ccco3)CC1)C2
-1.4 | CC1CCCC(C)N1C(=O)CN1C(=O)NC2(CCCCCC2)C1=O (stereo unspecified)
1.4 | COCCNc1nc2cc(-c3ccccc3)sc2c(=O)n1C
0.0 | CCOC(=O)C1(C)CCCN(C(=O)c2ccc(OC)cc2OC)C1 (stereo unspecified)
1.3 | CCOC(=O)C1(C)CCN1C(=O)c1cc(F)cc(F)c1 (stereo unspecified)
-0.4 | CCOC(=O)[C@]12CCC=C1N(Cc1ccc3c(c1)OCO3)C(=O)[C@H](CC(=O)NCC1CCCCC1)C2
2.0 | CC(=O)c1c(C)[nH]c(C(=O)NCc2ccc(Cl)cc2)c1C
-0.5 | Cc1ccccc1-c1csc(C(C)(O)c2ccccc2)n1 (stereo unspecified)

Quoted at random: 2 records from the list, in no set order.
MPTP block | molecule
1.0 | Cc1cccc(-c2cnc(C(O)c3ccc(F)c(C)c3)[nH]2)c1 (stereo unspecified)
2.0 | CC(=O)c1c(C)[nH]c(C(=O)NCc2ccc(Cl)cc2)c1C

Next section:
MPTP block | molecule
-0.1 | CC1=C(C(=O)N(C)C)CC(CC(=O)NCC2CCCCC2)C(=O)N1Cc1ccc(C(C)(C)C)cc1 (stereo unspecified)
-1.4 | O=C(CC[C@H]1O[C@@H](n2ccc(=O)[nH]c2=O)[C@H](O)[C@@H]1O)NCc1ccccc1
2.7 | Cc1ccc(S(=O)(=O)Nc2ccc(F)c(F)c2O)cc1
-1.3 | COc1ccccc1NC(=O)Nc1nnc([C@H]2C[C@H](O)[C@@H](CO)O2)s1
44 | CCCCc1c(-c2ccc(OC)cc2)ncn1CCc1ccccc1OC
1.3 | CSc1ccc(CN2C(=O)C(C)ON=C2c2ccccc2F)cc1 (stereo unspecified)
-1.7 | CC1(C(=O)Nc2cccc(C(F)(F)F)c2)Cc2c(-c3cccc(C(N)=O)c3)ccnc2O1 (stereo unspecified)
0.5 | OCCN1CCN(c2ncnc3c2ncn3[C@H]2CN(Cc3ccncc3)C[C@@H](CO)O2)CC1
0.4 | Cc1ccn(CC(=O)NC2CCCN(Cc3ccccc3F)C2)n1 (stereo unspecified)
0.6 | Cc1ccccc1-c1cc2nc(NCc3ccc4occc4c3)n(C)c(=O)c2s1
-0.4 | C[C@H]1CN([C@@H](C)CO)C(=O)CCCn2nncc2CO[C@@H]1CN(C)S(=O)(=O)c1cn(C)cn1
0.4 | COc1ccccc1OCCCN1CCC(C(O)(c2ccccc2)c2ccccc2)CC1
-0.1 | CC(=O)c1cccc(NC(=O)C2CCCN2S(=O)(=O)c2cccs2)c1 (stereo unspecified)
-0.1 | O=C(NCC1CCN(Cc2ccccc2)CC1)[C@H]1O[C@@H](n2ccc(=O)[nH]c2=O)[C@H](O)[C@@H]1O
-2.5 | O=C1Nc2ccccc2N(C(=O)c2ccc3ccccc3c2)C1c1nc2ccccc2[nH]1 (stereo unspecified)
-0.3 | CCCNC(=O)N(C)C[C@@H]1Oc2cc(C#C[C@H](C)O)ccc2S(=O)(=O)N([C@H](C)CO)C[C@H]1C
-1.7 | O=c1[nH][nH]c2c1[C@H](c1ccc(F)cc1)O[C@H](CCC(F)(F)F)C2
1.3 | CC1(C(=O)NS(=O)(=O)c2ccc(F)cc2F)CCN1C(=O)Cc1ccccc1Cl (stereo unspecified)
0.0 | CCOC(=O)C(=O)N(C)c1c(CC)nc2c(OCc3ccccc3)cccn12
-0.1 | O=C(NCc1ccco1)c1ccc(-c2ccc3nccn3c2)cc1
-2.2 | C=CCn1c(SCC(=O)NC2CCCC2)nc2ccccc21
-0.7 | O=C(NCc1ccccc1)C1Cc2c(-c3ccc4c(c3)OCO4)ccnc2O1 (stereo unspecified)
45 | CCCCCc1c(-c2ccc(OC)cc2)ncn1CCc1ccccc1OC
1.9 | Cc1ccccc1-c1csc(C(C)(O)c2ccc(F)c(F)c2)n1 (stereo unspecified)
-0.3 | O=S1(=O)CCN(C2CCCCCC2)CC1
1.4 | COc1ccccc1CNc1nc(Nc2ccccc2-n2cccn2)c2sccc2n1
25 | CC(C)(C)c1ccc(SC2=C[C@@]3(O)CC[C@@H](O)[C@@](Sc4ccc(C(C)(C)C)cc4)(C2=O)[C@H]3O)cc1
-0.8 | CCc1nc2c(OCc3ccc(C(=O)N(C)C)cc3)cccn2c1N(C)C(=O)c1ccc(C)cc1
1.6 | COc1ccc(CN2C(=O)CN(S(C)(=O)=O)CC2(C)C(=O)NC(C)C)cc1 (stereo unspecified)
0.9 | CN[C@H]1C[C@H]2c3cc(Oc4ccccc4C)ccc3CCN2C(=O)[C@H]1[C@H](C)O

Arranged by molecular weight (ascending): some entries from above
MPTP block | molecule
-0.3 | O=S1(=O)CCN(C2CCCCCC2)CC1
-2.2 | C=CCn1c(SCC(=O)NC2CCCC2)nc2ccccc21
-0.1 | O=C(NCc1ccco1)c1ccc(-c2ccc3nccn3c2)cc1
1.4 | COc1ccccc1CNc1nc(Nc2ccccc2-n2cccn2)c2sccc2n1
1.3 | CC1(C(=O)NS(=O)(=O)c2ccc(F)cc2F)CCN1C(=O)Cc1ccccc1Cl (stereo unspecified)
-0.3 | CCCNC(=O)N(C)C[C@@H]1Oc2cc(C#C[C@H](C)O)ccc2S(=O)(=O)N([C@H](C)CO)C[C@H]1C
25 | CC(C)(C)c1ccc(SC2=C[C@@]3(O)CC[C@@H](O)[C@@](Sc4ccc(C(C)(C)C)cc4)(C2=O)[C@H]3O)cc1

Continuation:
MPTP block | molecule
0.1 | CC1(C(=O)NS(=O)(=O)c2ccc(Br)cc2)CCN1C(=O)CC1CCCCC1 (stereo unspecified)
-1.7 | C[C@@H]1CN([C@H](C)CO)C(=O)c2cc(Br)cnc2O[C@H]1CN(C)C(=O)Nc1ccc2c(c1)OCO2
-0.1 | COC(=O)N(C)C[C@@H]1OCc2cn(nn2)CCCC(=O)N([C@H](C)CO)C[C@H]1C
-0.5 | CC1(C(=O)Nc2ccc(F)cc2F)CCN1C(=O)Cc1ccc(Cl)cc1Cl (stereo unspecified)
1.5 | COc1ccc(-c2csc(C(O)c3ccc(F)cc3)n2)cn1 (stereo unspecified)
-1.1 | CCC/C=C/c1ccc(CN2C(C(C)C)C(=O)N(Cc3cn(CC4CCCCC4)nn3)CCS2(=O)=O)cc1 (stereo unspecified)
0.6 | O=C1c2sccc2-c2cccc3cccc1c23
0.5 | COCCN1C[C@@H](CO)O[C@@H](n2cnc3c(NC4CCCC4)ncnc32)C1
0.1 | Cc1ccc(Cc2c(C3CCCCC3)nc3ccc(Cl)cn23)cc1
-0.6 | CCC1CC(C(=O)O)CC(=O)N1 (stereo unspecified)
1.3 | O=C(O)C1=C2C(=O)Nc3cccc(c32)C2(C1)C(=O)Nc1ccccc12 (stereo unspecified)
-0.7 | CC(Sc1ccc(S(=O)(=O)N2CCCCC2)cn1)C(N)=O (stereo unspecified)
-0.1 | O=C(NCc1ccccc1)c1cc(C2CCCCN2C(=O)CCCc2ccccc2)on1 (stereo unspecified)
1.5 | CC(=O)c1c(O)c(C)c(O)c2c1OC1=Cc3c(c(C)nn3C)C(=O)C12C (stereo unspecified)
2.9 | COc1ccc(CCNC(=O)c2ccc(CSc3ccc(Cl)cc3)o2)cc1OC
-1.5 | Cc1cc2nc(-c3ccco3)c(Cc3ccccc3C(F)(F)F)n2c(C)c1Br
-2.1 | Cc1cn([C@H]2C[C@H](O)[C@@H](/C=C/C(=O)NCc3ccccc3)O2)c(=O)[nH]c1=O
-1.1 | COc1ccc(-c2oc3c(c2C(=O)OCCO)C(OCCCO)CCC3)cc1 (stereo unspecified)
1.8 | CCCC(=O)NC(c1cccc([N+](=O)[O-])c1)c1ccc2cccnc2c1O (stereo unspecified)
1.4 | CC1CN(C(=O)COC(=O)c2cncc(Br)c2)CC(C)O1 (stereo unspecified)
1.1 | O=C(Nc1ccc2c(c1)OCCO2)C(CCc1ccccc1)N1CCN(c2ccc(F)cc2)CC1 (stereo unspecified)
1.6 | CCCS(=O)(=O)NC(=O)C1(C)CCN(C(=O)c2ccccc2OC(C)=O)C1 (stereo unspecified)
-2.2 | C[C@@H]1CN([C@H](C)CO)C(=O)CCCn2nncc2CO[C@H]1CN(C)S(=O)(=O)c1cccs1
-1.0 | COc1ccc(NC(=O)N(C)C[C@@H]2Oc3cc(C#CCN(C)C)ccc3S(=O)(=O)N([C@H](C)CO)C[C@H]2C)cc1
-0.2 | CC(C)NC(=O)c1cccc2c(-c3ccc(F)c(F)c3)coc12
1.6 | O=C(Nc1ccc(NC(=S)NC(=O)c2ccco2)cc1)c1ccc(Br)cc1
-1.0 | CCN(CC)C(=O)C1=C(C)N(CCCOC)C(=O)C(CC(=O)NC(c2ccccc2)c2ccccc2)C1 (stereo unspecified)
1.7 | CCOc1cc(-c2ccccc2)nc2c1CN(S(=O)(=O)c1ccc(C)cc1)C(c1cccc(Cl)c1)C2 (stereo unspecified)
0.8 | CS(=O)(=O)/C(C#N)=C/c1cccn1S(=O)(=O)c1ccc([N+](=O)[O-])cc1
-1.1 | CCCCC(=O)N(C)c1c(CC)nc2c(OCc3ccccc3C)cccn12

Continued; the last two above are carried over.
MPTP block | molecule
0.8 | CS(=O)(=O)/C(C#N)=C/c1cccn1S(=O)(=O)c1ccc([N+](=O)[O-])cc1
-1.1 | CCCCC(=O)N(C)c1c(CC)nc2c(OCc3ccccc3C)cccn12
0.1 | Cc1ccccc1OCC(=O)OCC(=O)NC1CCCC(C)C1C (stereo unspecified)
0.8 | CCOC(=O)C1=CCN(S(=O)(=O)c2ccc(Br)cc2)C1c1ccc(C)cc1 (stereo unspecified)
-0.1 | COc1ccccc1Cc1c(-c2ccccc2)nc2c(C)cc(Br)cn12
-0.6 | Clc1cccc(-c2ccc3nccn3c2)c1Cl
0.1 | CCOC(=O)[C@]12CCCC=C1N(Cc1ccc3c(c1)OCO3)C(=O)[C@H](CC(=O)NCc1cccc3ccccc13)C2
3.7 | CCCc1c(C(=O)N/N=C/c2ccc(OCc3ccccc3)cc2)nnn1-c1nonc1N
-0.4 | CCOC(=O)[C@]12CCC=C1N(Cc1ccccc1)C(=O)[C@H](CC(=O)NCc1cccc3ccccc13)C2
4.4 | COc1ccc(-c2sc3cc(OC)ccc3c2-c2ccc(OCCN3CCCCC3)cc2)cc1
-0.4 | CC1(C(=O)NS(=O)(=O)c2ccc(C#N)cc2)CCN1C(=O)C1(c2ccccc2)CC1 (stereo unspecified)
1.1 | CC(C(=O)NC1CCCC1)n1c(-c2ccccn2)nc2ccccc21 (stereo unspecified)
3.5 | OCCNc1ncnc2c1ncn2[C@H]1CN(Cc2ccc(-c3ccccc3)cc2)C[C@@H](CO)O1
-0.5 | CN(C)CCNc1ncnc2c1ncn2[C@H]1CN(Cc2ccncc2)C[C@@H](CO)O1
2.7 | Nc1[nH]c(C(=O)c2ccccc2)c(-c2ccc(F)cc2)c1C(=O)NCc1ccccc1
-0.7 | C[C@@H]1CN([C@@H](C)CO)S(=O)(=O)c2ccc(Br)cc2O[C@@H]1CN(C)C(=O)c1ccncc1
-0.7 | Cc1ccccc1S(=O)(=O)N(C)C[C@@H]1OCc2cnnn2CCCC(=O)N([C@H](C)CO)C[C@@H]1C

Exported field by field: entries from further up.
CCOC(=O)C1=CCN(S(=O)(=O)c2ccc(Br)cc2)C1c1ccc(C)cc1 (stereo unspecified)
  MPTP block = 0.8
COc1ccccc1Cc1c(-c2ccccc2)nc2c(C)cc(Br)cn12
  MPTP block = -0.1

Going on with the list:
MPTP block | molecule
-0.3 | CCc1nc2ccc(C(=O)N(CC)CCN(C)C)cn2c1N(C)Cc1cccs1
-0.7 | COc1ccc(NC(=O)CCNC(=O)C2CCN(S(=O)(=O)c3ccccc3)CC2)cc1OC
0.0 | COc1cc(F)ccc1-c1cc(C(=O)NCc2cccc(Cl)c2)[nH]n1
-1.7 | Cc1ccccc1S(=O)(=O)NC(=O)C1(C)CCN1C(=O)c1c(C)noc1C (stereo unspecified)
-0.3 | CC1CCCCN1CCCNC(=O)c1ccc2c(c1)NC(=O)CN2C (stereo unspecified)
-0.4 | CC1C(=O)N(Cc2cn(Cc3ccco3)nn2)CCS(=O)(=O)N1Cc1ccc(-c2ccc(F)nc2)cc1 (stereo unspecified)
0.3 | CCCCNC(=O)C1(C)CCCCN1C(=O)c1ccc(F)cc1Cl (stereo unspecified)
0.2 | CC(=O)Nc1cccc(-c2cc(NC=O)c3ncc(-c4ccc(C(C)=O)cc4)n3c2)c1
-0.1 | CCCCCCn1cc(CN2CC(N3CCN(C4CCN(C)CC4)CC3)CS2(=O)=O)nn1 (stereo unspecified)
1.5 | OC[C@@H]1CN(Cc2ccc(Cl)cc2)C[C@H](n2cnc3c(N4CCOCC4)ncnc32)O1
0.9 | C/C(=N/NC(=O)c1nnn(-c2nonc2N)c1CSc1ccc(Cl)cc1)c1ccncc1
0.1 | OC[C@@H]1CN(Cc2cccs2)C[C@H](n2cnc3c(Nc4ccccc4)ncnc32)O1
0.9 | CCN(CCO)c1ccc(Nc2cc(-c3ccc(-c4ccccc4)cc3)ncn2)cc1
0.8 | Nc1sccc1C(=O)NCc1ccccc1
0.6 | Cc1c(NS(=O)(=O)c2cc(C(=O)OCC(=O)c3ccccc3F)ccc2Cl)c(=O)n(-c2ccccc2)n1C
-1.6 | CCCC#Cc1cnc2c(c1)C(=O)N([C@H](C)CO)C[C@@H](C)[C@H](CN(C)S(=O)(=O)c1cccc(OC)c1)O2
0.3 | CCCNC(=O)C1(C)CCCN(CC(=O)c2ccccc2OC)C1 (stereo unspecified)
0.1 | O=c1cc(CN2CCCCCCC2)c2ccccc2o1

A portion of the library (hit frequency here may not be typical).
